POLH inh – blocks human DNA polymerase eta activity. Q9Y253. recombinant Pol eta, fluorescent DNA replication assay. Potency, µM (series often up to 114 µM), for inactives: top-dose activity change, negative = inhibition, hits mostly inhibitors. 390,000 compounds, 1.2% hits; note: potency is the fitted concentration of half-maximal effect; % is set by controls: 0 for no effect and ±100 for the full control effect
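Pol eta (10 nM) was preincubated with compounds for 15 min at room temperature, after which fluorescent replication substrate (50 nM final) was added to start the reaction. Fluorescence was read kinetically at 0 and 10 min.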
Anesthetic bind – candidate novel general anesthetic via apoferritin binding; P02791; apoferritin/1-aminoanthracene competitive binding, fluorescence; Potency, µM (series often up to 77.5 µM), for inactives: top-dose activity change, negative = displacement, most hits filed as inhibitors; 350,000 compounds, 0.074% hits; AID 485281; note: potency is the fitted concentration of half-maximal effect; % is set by controls: 0 for no effect and ±100 for the full control effect; nearly all actives have a fitted effect of over 20% in size
Target sequence (P02791 2-175 limits assumed): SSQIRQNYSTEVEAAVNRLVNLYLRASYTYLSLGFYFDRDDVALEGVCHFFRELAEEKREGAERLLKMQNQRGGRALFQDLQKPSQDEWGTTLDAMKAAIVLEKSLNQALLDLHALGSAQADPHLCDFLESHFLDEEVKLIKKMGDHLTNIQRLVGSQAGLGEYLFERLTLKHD
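10 uM apoferritin + 50% sat. 1-AMA, PBS; cpd 10 min RT; Ex380/Em535 endpoint; normalized to free probe vs complex; 4-param Hill fit; propofol titration as pos. ctrl.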
APE1 inh – inhibitors of human APE1 endonuclease; recombinant APE1, TAMRA/BHQ-2 abasic DNA cleavage fluorescence; 350,000 compounds, 0.35% hits; P27695; Potency, µM (titrated, usually from 65.8 µM), for inactives: at the highest dose activity change, negative = inhibition, most hits filed as inhibitors; AID 2517;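 note: potency is the fitted concentration of half-maximal effect; plate controls were vehicle for no effect and reference inhibitor for full effect; nearly all actives have a fitted effect of over 55% in size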
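Enzyme (0.75 nM final) and test compound are incubated 15 min at room temperature before adding 50 nM quenched THF abasic-site duplex. Cleavage dequenches TAMRA, followed at 525/598 nm over three reads one minute apart.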
LDHA block – LDHA (human) enzyme inhibition; AID 1347041; 480,000 compounds, 0.15% hits; purified LDHA, NADH/diaphorase-resazurin fluorescence; active compounds read low; activity change, % (values are at about 110 or 230 µM); in the data active = activity change below about -30%; inconclusive = mostly about -25% to -30%;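 note: plate controls were DMSO wells for no effect and wells without enzyme for full effect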
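Human LDH5 (2 nM) was incubated with 0.06 mM NADH and 0.2 mM pyruvate for 5 min at room temperature in Tris pH 7.4. Remaining NADH was coupled through diaphorase/resazurin, and resorufin fluorescence was read at 0 and 20 min.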
POLB inh – blocks human DNA polymerase beta activity; P06746; Pol beta primer extension/strand displacement, fluorescence kinetic; Potency, µM (titrated, usually from 114 µM), for the others: top-dose activity change, negative = inhibition, hits mostly inhibitors; 340,000 compounds, 1.3% hits; note: potency is the fitted concentration of half-maximal effect; % is set by controls: 0 for no effect and ±100 for the full control effect
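Curves were derived by four-parameter Hill fits of normalized qHTS data. The kinetic fluorescent primer-extension read was taken at 0 and 10 min after 50 nM substrate, following a 15 min room-temperature preincubation of 10 nM enzyme with compounds.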
RGS4 inhibitor – blocks human RGS4-accelerated GTP hydrolysis | P49798 | Transcreener GDP fluorescence polarization, RGS4-accelerated GTP hydrolysis | Potency, µM (highest dose often 114 µM), without a hit: at the top dose activity change, negative = inhibition, usual class: inhibitors | 390,000 compounds, 0.039% hits; note: potency is the fitted concentration of half-maximal effect; % is set by controls: 0 for no effect and ±100 for the full control effect; nearly all actives have a fitted effect of over 75% in size; some results filed as inactive show a strong effect at the top dose
Target sequence (P49798 whole entry, looked up): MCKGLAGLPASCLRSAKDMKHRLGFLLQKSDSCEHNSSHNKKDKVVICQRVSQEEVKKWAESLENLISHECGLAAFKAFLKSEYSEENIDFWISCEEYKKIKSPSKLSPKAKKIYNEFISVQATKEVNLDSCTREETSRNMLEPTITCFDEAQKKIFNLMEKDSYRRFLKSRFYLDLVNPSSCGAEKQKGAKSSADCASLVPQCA
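MLSMR compounds (23 nl, pin-transferred) preincubated 10 min at room temperature with a 500nM (2x) first reagent, then RGS4 at 900nM (2x) plus Transcreener GDP mix added; fluorescence polarization (620/688 nm) read before and after 90 min at 30 °C.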
ALOX12 inh – ALOX12 (human) lipoxygenase inhibition; P18054; purified 12hLO, xylenol orange hydroperoxide absorbance; Potency, µM (doses to about 108 µM), inactives show at the highest dose activity change, negative = inhibition, hits mostly inhibitors; 580,000 compounds, 1.1% hits; AID 1671190; note: potency is the fitted concentration of half-maximal effect; % is set by controls: 0 for no effect and ±100 for the full control effect
Target sequence (P18054 whole entry, looked up): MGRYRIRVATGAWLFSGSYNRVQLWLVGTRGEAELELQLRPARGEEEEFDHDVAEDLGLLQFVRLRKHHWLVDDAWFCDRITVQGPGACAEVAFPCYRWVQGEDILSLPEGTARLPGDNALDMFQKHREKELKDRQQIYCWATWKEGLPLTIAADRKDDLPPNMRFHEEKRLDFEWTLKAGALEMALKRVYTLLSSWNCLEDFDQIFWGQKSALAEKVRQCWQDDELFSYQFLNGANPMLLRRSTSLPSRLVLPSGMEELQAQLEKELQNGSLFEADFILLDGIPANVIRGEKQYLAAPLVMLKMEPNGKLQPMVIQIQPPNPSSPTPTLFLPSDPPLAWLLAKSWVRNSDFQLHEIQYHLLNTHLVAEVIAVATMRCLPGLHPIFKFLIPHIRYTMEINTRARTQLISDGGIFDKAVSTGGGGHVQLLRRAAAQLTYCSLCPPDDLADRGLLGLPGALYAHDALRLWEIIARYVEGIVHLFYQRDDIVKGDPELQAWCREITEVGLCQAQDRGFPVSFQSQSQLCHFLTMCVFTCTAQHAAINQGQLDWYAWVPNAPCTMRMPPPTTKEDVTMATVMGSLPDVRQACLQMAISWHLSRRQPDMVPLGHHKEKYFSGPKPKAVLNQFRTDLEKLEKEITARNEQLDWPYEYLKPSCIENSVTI
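Hydroperoxide product was detected by ferrous iron/xylenol orange as the 573 to 405 nm absorbance ratio. Arachidonic acid at 40 uM (final) was turned over for 30 min at room temperature by 150 nM human 12hLO, pH 7.0 Hepes buffer, after 15 min compound preincubation.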
POLK inh – blocks human DNA polymerase kappa activity | Q9UBT6 | purified Pol kappa, fluorescent DNA synthesis assay, 10 min | Potency, µM (top dose mostly 107 µM), inactives show at the top dose activity, negative = inhibition, most hits filed as inhibitors | 400,000 compounds, 0.53% hits; note: potency is the fitted concentration of half-maximal effect; % is set by controls: 0 for no effect and ±100 for the full control effect
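Inhibition of 10 nM Pol kappa is measured by a fluorescent read-out at 0 and 10 min following addition of 50 nM substrate (final), with a 15-min room-temperature compound preincubation.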
ERG-DNA inh – blocks human ERG Ets domain binding to DNA | P11308 | fluorescence polarization, His-ERG Ets domain / labelled DNA | Potency, µM (highest dose often 76.9 µM), for inactives: top-dose FP activity, negative = inhibition, actives largely listed as inhibitors | 370,000 compounds, 0.028% hits; active = well fitted inhibition curve with a large enough effect in the polarisation, with a control signal flat; inconclusive = small, poorly fitted or top-dose-only effect, or effect the other way, or a change in a side signal; inactive = no such curve, though single readings can be large or run the other way; the % refers to the polarisation;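 note: polarization taken with two DNA probes labelled with fluorescein and Texas red; potency is the fitted concentration of half-maximal effect; % of control where 0% means no effect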
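His-tagged ERG Ets domain (1 uM in the protein solution; 300mM KCl, 50mM Tris-HCl, 1mM EDTA, 1mM DTT, pH 7.5) received compound, then a probe mix of 5 nM fluorescein-DNA and 100nM Texas-615-DNA. Fluorescence polarization was read for both dyes.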
The depositor's hits bear a star; ? = inconclusive; . = not tested or not shown; & = joins results of further samples; [ ] = dose if it differs, or a comment. Unless noted, calls come from the whole dose curve; as a rule, active = well fitted curve in the direction sought with a large enough effect; inconclusive = small, poorly fitted or top-dose-only effect, or another doubt; inactive = no such curve, though single readings can be large; an effect the other way counts as inactive or inconclusive.

SMILES	POLH inh	Anesthetic bind	APE1 inh	LDHA block	POLB inh	RGS4 inhibitor	ALOX12 inh	POLK inh	ERG-DNA inh
CCOC(=O)c1sc(=S)n(C)c1NC(=O)c1ccc(OC)cc1	3%	1%	12%	-7	25%	?	0%	-14%	-5%
Oc1ccc(Nc2nc(-c3ccc(Cl)cc3)cs2)cc1	.	-12%&-10%	-6%&5%	.	.	.	?	9%[60.1 µM]	.
COc1ccc(C(CNC(=O)C2CC(=O)N(Cc3ccccc3)C2)N2CCOCC2)cc1 (centres undefined)	-2%	.	16%	-2	.	12%	-18%	-11%	2%
Cc1cnc(NC(=O)CSc2ccc(Cl)cc2)s1	-14%	?	-5%	-1	1%	1%	-15%	-4%	-5%
COC(=O)C1CCN(C(=O)Cn2nnc(-c3cccc(F)c3)n2)CC1	-19%	-5%	1%	-4	42%	8%	0%	1%	-10%
Cc1ccc(-n2c(CCC(=O)O)ccc2-c2cccs2)cc1C	?	-1%&-17%	-3%	4&4	?	?	-72%	1%&-3%	7%&13%
Cc1cc(NS(=O)(=O)c2ccc(NC(=O)C(C)Oc3cc(C)c(Cl)c(C)c3)cc2)no1 (centres undefined)	-18%	5%	10%	-5	?	-20%	-6%	-16%	-5%
NC(=S)N/N=C/c1c[nH]c2ccc(OCc3ccccc3)cc12	-11%	-22%	35%	-4	-9%	-49%	.	7%	13%
COc1ccc(F)cc1C(=O)C1CCCN(Cc2ccc(Oc3ncccn3)cc2)C1 (centres undefined)	-3%	-22%	-1%	-8	10%	15%	2%	-7%	-2%
CCc1ccc(NCc2cc3ccc(OC)cc3n(CC(=O)Nc3ccc(C)c(Cl)c3)c2=O)cc1	-14%	-8%	.	3	29%	-4%	77%[activator]	12%	2%
Cc1ccccc1NC(=S)NNC(=O)c1ccncc1	6%	-4%	-3%	-9	23%	-10%	-1%	-1%	10%
COc1ccc(NC(=S)N2CCC(N(C)CC3CCCO3)CC2)cc1 (centres undefined)	-8%	-8%	?	-4	7%	8%	?	-2%	9%

Laid out differently: entries from further up
Sequence of screens – POLH inh | Anesthetic bind | APE1 inh | LDHA block | POLB inh | RGS4 inhibitor | ALOX12 inh | POLK inh | ERG-DNA inh
Cc1cc(NS(=O)(=O)c2ccc(NC(=O)C(C)Oc3cc(C)c(Cl)c(C)c3)cc2)no1 (centres undefined)
→ -18% | 5% | 10% | -5 | ? | -20% | -6% | -16% | -5%
CCOC(=O)c1sc(=S)n(C)c1NC(=O)c1ccc(OC)cc1
→ 3% | 1% | 12% | -7 | 25% | ? | 0% | -14% | -5%
Cc1ccccc1NC(=S)NNC(=O)c1ccncc1
→ 6% | -4% | -3% | -9 | 23% | -10% | -1% | -1% | 10%
COc1ccc(F)cc1C(=O)C1CCCN(Cc2ccc(Oc3ncccn3)cc2)C1 (centres undefined)
→ -3% | -22% | -1% | -8 | 10% | 15% | 2% | -7% | -2%

(listing goes on)
SMILES	POLH inh	Anesthetic bind	APE1 inh	LDHA block	POLB inh	RGS4 inhibitor	ALOX12 inh	POLK inh	ERG-DNA inh
CC(C)(C)c1nc(SCC(=O)NCc2ccco2)c2ccccc2n1	?	-22%	-3%	6	-13%	?	?	-15%	1%
COCC(=O)Oc1c(S(=O)(=O)c2ccccc2)c(C)nn1C(C)(C)C	9%	3%	44%	-7	2%	-3%	?	-18%	-4%
N#Cc1ccc(-c2ccccc2)nc1SCCN1CCOCC1	-14%	1%	-11%	-4	-6%	-28%	-18%	-2%	-2%
O=C(Cc1cccc2ccccc12)NCC(=O)Nc1ccccc1F	-9%	-5%	12%	-2	-26%	-23%	0%	-8%	13%
O=C(OCc1ccccc1)/C(=C/c1cccc2ccccc12)NC(=O)c1ccccc1	-11%	-1%	-6%	-8	0%	2%	7%	-19%	4%
O=S(=O)(NCCn1ccc2ccccc21)c1ccccc1	-20%	-10%	-1%	-4	2%	26%	15%	0%	-2%
COc1ccccc1-c1c(C)nn2c(NCCN3CCCC3)cc(C)nc12	-10%	4%	-6%	-3	4%	10%	-4%	-19%	2%
Cn1c(=O)c2c(nc(C(O)c3ccccc3)n2C)n(C)c1=O (centres undefined)	-3%	.	.	0	.	-3%	0%	1%	-3%
COc1ccccc1NS(=O)(=O)c1ccc(O)c(NC(=S)NCC2CCCO2)c1 (centres undefined)	7%	-6%	13%	-8	4%	-47%	?	-16%	6%
CCN(CC)CCCNC(=O)/C=C/C(=O)O	-8%	-1%	-3%	-1	4%	13%	471%[activator]	-4%	-10%
CCCCN(C)C(=O)c1ccc2c(c1)S(=O)(=O)c1ccccc1C2=O	-15%	-4%	31%	-1	16%	-18%	6%	-4%	-6%
CCN1C(=O)[C@H]2[C@@H](c3ccc(-c4ccc(OC)cc4)c(OC)c3)N[C@@](CC(C)C)(C(=O)OC)[C@H]2C1=O	-3%	.	-8%	1	.	20%	-1%	-3%	15%
COc1ccc([N+](=O)[O-])cc1NC1CCN(C(=O)c2cccs2)CC1	10%	-13%	47%	-6	-3%	13%	.	-18%	-8%
Cc1ccc(-n2nnnc2SCC(=O)N2Cc3ccccc3CC2C(=O)O)cc1 (centres undefined)	?	0%	4%	-1	-14%	-5%[56.9 µM]	0%	-1%	2%
O=C1CCCN1c1ccc(S(=O)(=O)N2CCC(c3ccccc3)CC2)cc1	-7%	-6%	0%	-2	4%	24%	7%	-12%	1%
CCOc1ccc(CCNC(=O)c2cccc(N3CCCC3=O)c2)cc1OCC	-11%	-9%	3%	-8	?	-34%	49%[activator]	-14%	-4%
Cc1ccc(S(=O)(=O)NN2C(=O)/C(=C\c3ccc(Cl)cc3)SC2=S)cc1	40µM*	-6%	29%	-9	-17%	-38%	-26%	-9%	19%
Cc1cc(=O)oc2c3c(cc(OCC(=O)NCCC(=O)O)c12)OC(C)(C)CC3	-1%	31%[activator]	49%	1	-19%	-7%	?	11%	6%
Cc1ccc(-c2csc(SCC(=O)Nc3cc(C)on3)n2)cc1	-10%	-10%	8%	0	4%	-12%	5%	-11%	-4%
CC(C)N(C(=O)[C@H]1CC(CC(=O)NCCCN(C)C)C(=O)N2CCc3c([nH]c4ccccc34)[C@]12C)C(C)C (some centres undefined)	-9%	.	-7%	4	.	-3%	-1%	7%	-16%
O=C(/C=C/c1ccccc1)N1CCN(Cc2nc3ccccc3c(=O)[nH]2)CC1	-1%	-8%	-2%	-5	36%[activator]	-4%	2%[57.4 µM]	1%	.
O=S(=O)(Nc1ccc2ccccc2n1)c1ccccc1	-9%	-10%	-13%	0	27%	-3%	-25%	12%	8%
CCc1ccc(NC(=O)CN2C(=O)CC(c3ccccc3)Sc3ccccc32)cc1 (centres undefined)	-3%	39%[activator]	.	-11	6%	30%	0%	-1%	0%
CCS(=O)(=O)c1ccc(-c2cccc(NC(=O)COc3ccc(Cl)cc3)c2)nn1	-1%	-12%	-3%	-6	24%	29%	0%	-16%	12%
CCN(CC)CCCNC(=O)Cc1csc2nc(-c3ccc(Cl)cc3)cn12	-4%	63%[activator]	.	-3	-25%	-4%	?	-11%[60.1 µM]	3%
COc1cccc(/C=c2\s/c(=C\C(=O)C(C)(C)C)[nH]c2=O)c1	-21%	?	-1%	-3	-26%	-18%	6%	-4%	2%
CSc1nsc(NC(=O)CCNC(=O)c2ccc([N+](=O)[O-])cc2)n1	-16%	-12%	11%	-6	?	-39%	-24%	-6%	18%
COc1cccc(OCC(O)CN2CCN(c3ccccn3)CC2)c1 (centres undefined)	-4%	-8%	15%	-6	23%	-1%	-28%	-7%	2%
O=C(Nc1ccc(S(=O)(=O)Nc2nccs2)cc1)c1ccc(F)cc1	-16%	-7%	3%[12.4 µM]	-4	-14%	6%	4%	-10%	-7%
Cc1ccccc1SCC(=O)NNC(=O)c1ccccc1O	-19%	-15%	15%	4	-27%	-6%	.	-9%	3%
CC(C)(C)S(=O)N1Cc2cc(CO)cc(-c3ccccc3)c2[C@H]1CCO (some centres undefined)	-17%	.	.	-1	.	-3%	-8%	0%	-10%
COc1ccccc1C(O)c1nccn1Cc1ccccc1 (centres undefined)	.	.	.	-8&-5	.	17%	-24%	-12%	.
COc1ccc(OC)c(N(C)S(=O)(=O)c2cc3c(cc2C)NC(=O)CO3)c1	0%	-22%	34%	-3	-21%	18%	19%	-4%	1%
COc1cccc(CC(=O)OCC(=O)N(C)CC(=O)Nc2ccc(Cl)c(C(F)(F)F)c2)c1	-16%	.	-8%	4	.	-23%	-23%	-11%	-6%
CCOc1ccc(CN2CCNC(=O)C2CC(=O)NCCN2CCOC2=O)cc1 (centres undefined)	-7%	-10%	4%	7	38%	18%	?	-21%	-3%
N#CCC(=O)Nc1ccc(C(=O)OCC(=O)N=c2sccn2Cc2ccccc2Cl)cc1	?	.	1%	-11	.	-7%	-15%	-10%	24%
O=C(NCCCN1CCN(c2ccc(F)cc2)CC1)NC12CC3CC(CC(C3)C1)C2	-3%	-8%	15%	-1	-8%	8%	1%	0%	9%
O=S(=O)(Nc1nc2ccccc2nc1Cl)c1ccc(F)cc1	-4%	-7%	-4%	1	-11%	20%	-24%	-19%	-7%
Cc1ccc(OCC(=O)Nc2ccc(N3CCOCC3)cc2)cc1	-9%	-21%	-1%	-1	8%	-5%	-21%	-9%[60.1 µM]	.
COC(=O)c1c(C)[nH]c(C(=O)C(C)OC(=O)C2CC(=O)N(CCc3ccccc3)C2)c1C (centres undefined)	-14%	.	1%	0	.	-3%	79%[activator]	-3%	-3%

Source: PubChem BioAssay (National Center for Advancing Translational Sciences (NCATS))

This is a subset; rates above refer to the full screens.
